CSN deneddyl inh: inhibitors of CSN-mediated cullin deneddylation, primary screen, biochemical, fluorescence polarization, uHTS. COP9 signalosome complex subunit 5 (Homo sapiens), Q92905. Purified CSN, SCF-Nedd8-OG deneddylation. inhibition, % at 12.5 µM. hit rate 0.38% among 360,000. AID 651999, 2013;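 active = pattern-corrected inhibition above about 35%, with an unprinted fluorescence ratio check between 0.5 and 1.5, limit read from the data, passing the limit was not always enough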;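 note: 0% = enzyme with substrate and 100% = substrate without enzyme; some results filed as inactive read as strong as hits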
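Assay system: HEK293T-derived human Csn5 enzyme; quantity: 0.24 nM enzyme; medium: Tris/NaCl/DTT buffer, pH 7.5; also added: substrate SCFSkp2-Nedd8OG, 10 nM; doses: 12.5 µM compound; schedule: 90 min reaction at room temperature; signal: FP; read-out: % inhibition of substrate cleavage by Csn5; benchmarks: substrate-only high control, full reaction low control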
MLLE-PAM2 inh: inhibitors of PABP1 MLLE–PAM2 peptide binding, primary screen, biochemical, fluorescence polarization, FITC-PAM2, GST-MLLE | hit rate 0.36% among 360,000 | Polyadenylate-binding protein 1 (Homo sapiens), P11940 | inhibition, % at 20 µM; in the data active = inhibition above about 35%, passing the limit was not always enough;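 note: plate controls were DMSO wells with GST-MLLE for no effect and wells lacking GST-MLLE protein for full effect; some results filed as inactive read as strong as hits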
Target sequence (P11940 whole entry, looked up): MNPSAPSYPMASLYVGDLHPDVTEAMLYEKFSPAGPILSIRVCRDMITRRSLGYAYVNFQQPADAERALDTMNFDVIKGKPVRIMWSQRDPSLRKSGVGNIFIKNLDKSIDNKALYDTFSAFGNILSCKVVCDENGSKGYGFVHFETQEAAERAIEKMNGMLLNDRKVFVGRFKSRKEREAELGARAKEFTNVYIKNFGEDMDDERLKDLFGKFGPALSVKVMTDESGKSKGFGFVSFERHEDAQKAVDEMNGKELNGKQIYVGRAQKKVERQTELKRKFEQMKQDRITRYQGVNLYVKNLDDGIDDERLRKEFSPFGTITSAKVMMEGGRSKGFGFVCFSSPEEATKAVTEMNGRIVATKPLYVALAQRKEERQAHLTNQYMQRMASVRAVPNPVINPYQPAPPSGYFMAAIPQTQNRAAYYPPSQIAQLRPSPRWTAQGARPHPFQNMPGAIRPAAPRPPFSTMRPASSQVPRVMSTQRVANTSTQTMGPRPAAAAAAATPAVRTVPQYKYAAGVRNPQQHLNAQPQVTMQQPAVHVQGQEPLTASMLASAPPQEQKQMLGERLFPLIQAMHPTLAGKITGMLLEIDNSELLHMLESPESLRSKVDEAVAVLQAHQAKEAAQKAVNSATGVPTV
DNMT1 block: human DNMT1 methyltransferase inhibitors, primary screen, biochemical, molecular beacon, fluorescence, HinP1I cleavage, uHTS | DNA (cytosine-5)-methyltransferase 1 (Homo sapiens), P26358 | inhibition (reported as % activation of signal), % at 10 µM | hit rate 0.83% among 360,000 | AID 588458, 2011; in the data active = inhibition above about 50%
LMPTP block: LMPTP phosphatase inhibitors, primary screen, biochemical, fluorescence intensity, uHTS; recombinant LMPTP-A, OMFP fluorogenic substrate; inhibition, % at 20 µM; hit rate 0.22% among 360,000; Low molecular weight phosphotyrosine protein phosphatase (Homo sapiens), P24666; AID 651560, 2012;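 active = compounds that cut the enzyme signal by at least half of the control window in the single-dose screen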;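 note: plate controls were DMSO wells with enzyme plus substrate for no effect and substrate without enzyme for full effect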
Target sequence (P24666 whole entry, looked up): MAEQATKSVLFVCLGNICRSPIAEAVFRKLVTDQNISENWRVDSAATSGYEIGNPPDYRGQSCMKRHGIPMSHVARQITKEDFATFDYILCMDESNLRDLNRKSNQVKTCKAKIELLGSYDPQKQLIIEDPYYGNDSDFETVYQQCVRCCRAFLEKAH
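Assay system: LMPTP-A enzyme. Input: 0.625 nM LMPTP-A final. Probe or stimulus: 400 µM OMFP. Compound dosing: single 20 µM dose. Schedule: 50 min dark incubation at room temperature. Detection: fluorescence intensity of OMFP turnover product. Read-out: percent inhibition versus substrate-only and uninhibited controls. Benchmarks: no-enzyme low control, uninhibited high control.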
NadD block: inhibitors of S. aureus NadD, primary screen, biochemical, colorimetric, uHTS. AID 602399, 2012. purified NadD enzyme, colorimetric absorbance read-out. Nicotinate-nucleotide adenylyltransferase NadD (Staphylococcus aureus N315). hit rate 0.78% among 360,000. inhibition, % at 20 µM; in the data active = inhibition above about 26%; note: some compounds past the cut are filed as inactive
SUMO1 PPI mod: modulators of SUMO1 protein-protein interactions, primary screen, biochemical, uHTS; SUMO1 binding to a labelled peptide, TR-FRET, 1 h; hit rate 0.33% among 360,000; inhibition, % at 20 µM; in the data active = inhibition above about 37%
Target sequence (P63165 whole entry, looked up): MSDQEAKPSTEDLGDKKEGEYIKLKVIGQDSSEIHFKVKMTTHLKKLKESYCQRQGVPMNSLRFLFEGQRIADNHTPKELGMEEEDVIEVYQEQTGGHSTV
TbMetRS inhib: T. brucei MetRS inhibitors, primary screen, biochemical, luminescence; inhibition, % at 11.9 µM; hit rate 0.4% among 360,000; methionyl-tRNA synthetase (Trypanosoma brucei brucei); purified T. brucei MetRS, ATP depletion, Kinase-Glo luminescence;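 active = inhibition above a per-plate cutoff of the control wells' mean inhibition plus 3 SD, cut at about 5.5% in these data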;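 note: 0% = DMSO wells median and 100% = median of wells with control inhibitor compound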
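Measured by: Kinase-Glo luciferase luminescence reporting remaining unconsumed ATP. Material: purified T. brucei MetRS enzyme. Doses: 11.9 µM compound single dose, 0.9% DMSO. Medium: HEPES buffer containing pyrophosphatase, BSA, spermine, DTT. Times: 15 min preincubation, 2 h reaction, all 25 °C. Reagent: methionine, ATP and bulk E. coli tRNA.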
Rpn11 inh: Rpn11 (PSMD14) deubiquitinase inhibitors, primary screen, biochemical, fluorescence polarization, uHTS | 26S proteasome non-ATPase regulatory subunit 14 (Homo sapiens), O00487 | human 26S proteasome, Ub4-pepOG fluorescence polarization; 20S core pre-blocked with epoxomicin | calls only at 20 µM | hit rate 0.59% among 360,000 | AID 588493, 2011;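 active = inhibition at 20 µM, scaled to each plate's controls, above about 33%, limit read from the data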
Scp1 inh: Scp-1 phosphatase inhibitors, primary screen, biochemical, colorimetric, uHTS; Carboxy-terminal domain RNA polymerase II polypeptide A small phosphatase 1 (Homo …; Recombinant Scp1, phosphopeptide, malachite green phosphate absorbance; inhibition, % at 20 µM; hit rate 0.88% among 340,000;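 active = inhibition above about 50% at 20 µM, limit read from the data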;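 note: plate controls were DMSO wells with enzyme for no effect and wells lacking enzyme for full effect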
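Test system – truncated SCP-1 phosphatase (76-261aa) · Reagent – Phosphorylated 17-residue peptide substrate · Incubation – 45 min room-temperature reaction, 5 min colour, 30 min stabiliser · Detection – colorimetric phosphate reagent with accelerator and stabiliser, absorbance at 630 nm · Measure – % inhibition at 20 µM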
STEP inh: STEP phosphatase inhibitors, primary screen, biochemical, fluorescence intensity, uHTS. Tyrosine-protein phosphatase non-receptor type 5 (Homo sapiens), P54829. recombinant STEP, OMFP fluorogenic substrate. inhibition, % at 20 µM. hit rate 0.25% among 360,000;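 active = inhibition at 20 µM, scaled per plate between control wells, above about 37%, limit read from the data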;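 note: 0% = DMSO with enzyme and substrate and 100% = substrate only without enzyme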
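material = STEP tyrosine phosphatase | reagent = fluorogenic phosphatase substrate OMFP at 25 µM final | doses = single compound dose of 20 µM, 1% DMSO final | schedule = 20 min reaction, room temperature, in the dark | measured by = fluorescence, 480/540 nm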
* = called active by the depositor; i = inactive; . = no result given.

CSN deneddyl inh,MLLE-PAM2 inh,DNMT1 block,LMPTP block,NadD block,SUMO1 PPI mod,TbMetRS inhib,canonical_smiles,Rpn11 inh,Scp1 inh,STEP inh
1,-5,0,-0.4,-4,-3,-0.8,Cc1[nH]nc(SCC(=O)NC(C)c2ccccc2)c1[N+](=O)[O-] (stereo not drawn),i,-1,-4
-4,-15,5,-0.1,1,1,-0.9,CC(=O)c1cc(-c2ccccc2)n(CC(=O)N2CCCC2)c1C,i,-13,-1
-1,-4,13,0.3,8,-6,-0.3,CC(=O)c1c(C)oc2ccc(N(C(C)=O)S(=O)(=O)c3ccc(Cl)c([N+](=O)[O-])c3)cc12,i,-10,-3
-5,5,-1,-1.0,0,0,-0.1,COc1cccc2c1OCC/C2=N\NC(=O)COc1ccc(C)cc1,i,-2,-6
6,6,1,-1.4,-1,2,0.2,COCCNC(=O)COc1ccc(Oc2ccccc2)cc1,i,-5,0
-2,1,3,0.5,3,-14,-1.0,CCN1CCCC(NC(=O)c2cc([N+](=O)[O-])ccc2OC)C1 (stereo not drawn),i,6,0
-8,1,-2,-1.6,-2,-1,-1.9,Cc1cccc2[nH]c3c(=O)n(CCN4CCNCC4)cnc3c12,i,-1,-1
-12,5,-16,2.6,24,10,0.1,O=C(CSc1ccc2ccccc2c1)Nc1ccc(S(=O)(=O)Nc2nccs2)cc1,i,-8,-1
2,-12,-1,-2.2,-2,6,-0.4,Cc1ccc(C(=O)N2CCN(c3ncccn3)CC2)cc1,i,-19,-2
5,2,70*,0.1,11,2,0.0,Cc1ccc(-c2[nH]ncc2/C=N/n2c(COc3ccccc3C)nc3ccccc3c2=O)cc1,i,-4,3
-3,-4,6,-0.7,5,-2,-0.9,Cn1c(=O)c2c(ncn2CC(=O)Nc2ccccc2Sc2ccccc2)n(C)c1=O,i,-7,-3
-7,0,1,-0.2,-6,-3,-0.2,Cc1c(NC(=O)C2CCCCC2)cc(C(=O)N2CCOCC2)cc1[N+](=O)[O-],i,-12,-2
5,12,3,-0.6,-6,3,-0.2,CSCCC(NC(=O)c1ccccc1Br)C(=O)NCC(C)(C)N1CCOCC1 (stereo not drawn),i,-11,0
4,-5,15,1.8,0,-1,-0.4,CC1(C)Cc2c(c(-c3ccco3)nc3sc4c(NCC5CCCO5)ncnc4c23)CO1 (stereo not drawn),i,18,2
-13,-15,25,5.4,3,5,0.0,COc1ccc(C(=O)COC(=O)c2cccnc2Cl)c(OC)c1,i,18,2
1,-3,-3,0.7,4,5,0.1,CCNc1nc(NCC)n2c(SC(C(=O)Nc3cc(C)ccc3OC)c3ccccc3)nnc2n1 (stereo not drawn),i,15,2
-1,1,2,-0.7,1,-1,-0.1,O=C(NC1CCCCC1)c1ccc(S(=O)(=O)N2CCCC2)cc1,i,0,-1
2,0,0,-1.3,3,2,0.5,Cn1ccs/c1=N\S(=O)(=O)c1ccc(C(C)(C)C)cc1,i,-5,-2
8,7,1,-1.3,-4,0,-1.0,CC(C)N(CC#CCC(O)(c1ccccc1)c1ccccc1)C(C)C,i,1,-3
4,-33,8,0.7,6,-28,-0.3,O=C(C[n+]1cc(Br)cc2ccccc21)c1ccc(Br)cc1,i,3,1

Sorted by molar mass (rising): three of the compounds above
CSN deneddyl inh,MLLE-PAM2 inh,DNMT1 block,LMPTP block,NadD block,SUMO1 PPI mod,TbMetRS inhib,canonical_smiles,Rpn11 inh,Scp1 inh,STEP inh
-2,1,3,0.5,3,-14,-1.0,CCN1CCCC(NC(=O)c2cc([N+](=O)[O-])ccc2OC)C1 (stereo not drawn),i,6,0
-5,5,-1,-1.0,0,0,-0.1,COc1cccc2c1OCC/C2=N\NC(=O)COc1ccc(C)cc1,i,-2,-6
4,-33,8,0.7,6,-28,-0.3,O=C(C[n+]1cc(Br)cc2ccccc21)c1ccc(Br)cc1,i,3,1

(list continues)
CSN deneddyl inh,MLLE-PAM2 inh,DNMT1 block,LMPTP block,NadD block,SUMO1 PPI mod,TbMetRS inhib,canonical_smiles,Rpn11 inh,Scp1 inh,STEP inh
2,1,0,-0.8,0,-2,0.4,CCOc1ccc(CCNS(=O)(=O)c2ccc3c(c2)oc(=O)n3C)cc1OCC,i,-7,0
11,-10,0,-1.3,-10,1,-0.3,Cn1cccc1C(=O)OCC(=O)Nc1cccc(S(=O)(=O)N2CCOCC2)c1,i,-11,-2
-5,-10,-1,3.9,-6,0,-0.1,O=C(NCCC1=CCCCC1)c1ccc2c(c1)N(Cc1ccccc1)C(=O)CS2,i,-10,4
3,-1,-3,3.8,-6,11,-0.2,CCCCCn1c(N)c(-c2nc3ccccc3s2)c2c([N+](=O)[O-])nn(CC)c(=O)c21,i,-5,3
4,5,2,-1.3,-2,4,-0.2,O=C(c1cccs1)N1CCN(CCCc2ccccc2)CC1,i,-1,1
33,-78,-5,0.3,-1,-28,9.0*,CCOc1cc(/C=C2\SC(=S)N(NS(=O)(=O)c3ccccc3)C2=O)ccc1O,.,-14,1
-6,14,2,-2.6,-2,-1,0.6,Cc1cc(NC(=O)c2c(C)noc2C)no1,i,8,-3
14,-12,10,0.4,-5,-10,-0.5,N#C/C(=C\c1cc(O)c(O)c(O)c1)C(N)=O,i,-1,2
6,2,-4,-0.5,1,-1,-0.5,CC1CCN(C(=O)C2c3ccccc3C(=O)N3CCc4ccccc4C23)CC1 (stereo not drawn),i,-6,-6
5,-8,14,0.4,-2,1,-0.7,CCN(C(=O)COC(=O)c1sccc1C)c1c(N)n(Cc2ccccc2)c(=O)[nH]c1=O,i,-6,0
-3,14,4,0.5,-9,-2,-0.7,O=C(Nc1ccccc1N1CCCC1)c1ccccc1Cl,i,-3,2
4,-8,4,1.8,1,2,-0.4,Cc1ccc(C(C)C)c(OCC(=O)NCC(c2cccs2)N2CCOCC2)c1 (stereo not drawn),i,-6,-1
-3,-2,4,-0.3,2,-3,0.0,CC1=C(C(=O)OC(C)C)C(C2CC=CCC2)NC(=O)N1 (stereo not drawn),i,-2,1
4,-2,2,-1.4,2,0,-0.1,Cn1cnnc1SCc1ccc(C#N)cc1Cl,i,4,1
0,-1,3,-2.0,0,-2,0.6,C[C@H](NC(=O)CCCn1nnc2ccccc2c1=O)C(=O)O,i,-7,3
-2,2,2,-2.8,-2,41*,-0.6,CCOC(=O)c1ccc(N2C(=O)c3n[nH]c(C)c3C2c2ccccn2)cc1 (stereo not drawn),i,-3,1
1,3,6,0.4,0,0,-0.8,Cc1cccc(C(=O)NCC(=O)N2CCCC2)c1,i,-8,0
2,-27,2,-1.2,2,-1,-0.9,Cc1ccc(-n2c(NN)nc3ccccc3c2=O)c(C)c1,i,0,0
1,6,7,-0.2,-4,10,0.2,O=C(NCc1ccccc1Cl)c1[nH]c(C(F)(F)F)nc1-c1ccccc1,i,.,-2
1,-9,-2,0.8,-10,2,-0.5,COC(=O)[C@@H](Cc1c[nH]c2ccccc12)NC(=O)C1CCCN(S(=O)(=O)c2ccc(C)cc2)C1 (stereo partly drawn),i,-16,1
-4,-2,-1,-0.5,0,4,-0.3,Cc1ccc(-c2noc(CCCC(=O)NC3CCCCC3)n2)cc1,i,-7,-1
-3,11,2,-0.3,-4,-21,-0.1,CN(C)CCCN(C(=O)c1ccc(C(=O)c2ccccc2)cc1)c1nc2cc3c(cc2s1)OCO3,i,-2,1
2,0,-1,1.1,-3,1,-0.7,COc1ccc(OC)c(NC(=O)CN(Cc2ccccc2)S(C)(=O)=O)c1,i,-3,-3
4,-8,3,-1.6,-4,-24,1.8,CCc1ccc(/C=C/c2c([N+](=O)[O-])c(=O)n(C)c(=O)n2C)cc1,i,3,1
6,-2,-3,-0.8,-3,2,-1.0,O=C(CNS(=O)(=O)c1ccccc1Br)OCC(=O)N1CCc2ccccc21,i,-2,-3
4,-27,1,-1.1,-5,-8,-0.2,CCC(=O)N1CCc2cc(S(=O)(=O)Nc3ccccc3C)ccc21,i,-6,-2
7,5,2,-0.7,-3,-5,-2.3,C[C@H]1CN([C@@H](C)CO)C(=O)CCCn2nncc2CO[C@H]1CN(C)C(=O)Nc1ccnc(N2CCOCC2)c1,i,.,-1
15,64,61*,3.0,33*,-10,0.2,COc1ccc(NC(=O)CSc2ccc3c4c(cccc24)C(=O)c2ccccc2-3)cc1,i,-7,0
0,-3,12,4.0,0,-18,0.4,CCCCOC(=O)Nc1ccc(S(=O)(=O)Nc2ccc([N+](=O)[O-])cc2)cc1,i,-10,0
0,-45,-2,-1.1,-4,-2,-0.1,CC1CCN(CCCn2c(=S)[nH]c3ccc(N4CCOCC4)cc3c2=O)CC1,i,-7,0
1,6,1,2.2,-3,1,-1.9,CCOc1ccccc1OCC(=O)Oc1ccc(C)c(C)c1,i,-6,2
-5,11,-4,1.7,-10,-24,-0.6,CCOc1ccc(-c2cc(C(=O)OC)nc3c2c(=O)n(C)c(=O)n3C)cc1,i,-10,-2
2,23,-1,-2.1,-1,3,0.5,CCCCC1(C)NC(=S)N2N1C(=S)NC2(C)CCCC (stereo not drawn),i,-2,-3
2,6,-4,0.7,-3,3,-0.1,CC(C)Cn1cnc2c(SCc3ccc(Cl)cc3)nc(N)nc21,i,-8,-1
3,16,0,3.2,2,2,0.4,Cc1cccc(C)c1Nc1c(-c2ccccn2)nc2ccccn12,i,-7,3
-1,-5,-2,0.0,-8,1,-0.6,Cc1ccc(NC(=O)CN2CCC(C(=O)c3ccc4c(c3)OCCO4)CC2)cc1,i,-1,-1

Screening results: PubChem BioAssay, several laboratories
